High-throughput results: PubChem BioAssay, Sanford-Burnham Center for Chemical Genomics
NR3A LBD binder = modulates the human NR3A ligand-binding domain. NR3A LBD differential scanning fluorimetry, Tm shift; 0% = protein alone, 100% = glycine-bound protein. Tm shift relative to glycine control, % at 25 µM. 340,000 compounds, 2.5% hits;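 active = melting temperature shift of at least 10% of the positive control shift, at one fixed dose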
tim23-1 inh = growth inhibitors of tim23-1 mutant yeast; S. cerevisiae tim23-1 growth, BacTiter-Glo luminescence, 24 h; 330,000 compounds, 1.3% hits; AID 463212; inhibition, % at 20 µM;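 active = growth inhibition of the mutant yeast at or above 50%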;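 also: temperature-sensitive mutant grown at 25 °C; plate controls were DMSO-treated mutant yeast for no effect and medium wells lacking yeast for full effect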
NALP3 yeast inh = NALP3 inhibition in yeast; Yeast reconstituted NLRP3/ASC/caspase-1, beta-gal luminescence, 24 h; inhibition, % at 10 µM; 330,000 compounds, 0.39% hits; AID 2825;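 active = inhibition of 50% or more; inactive = inhibition below 50%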;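 also: plate controls were induced DMSO wells for no effect and uninduced yeast grown without galactose for full effect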
APJ agonist = APJ receptor agonism | P35414 | CHO-K1 APJ PathHunter beta-arrestin, luminescence; 0% DMSO wells, 100% apelin | activation, % at 20 µM | 330,000 compounds, 0.11% hits;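 active = activation more than six SD over the plate average, tested at 20 µM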;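 also: 0% = DMSO alone and 100% = apelin-13 at 10 nM; some results filed as inactive read as strong as hits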
Target sequence (P35414 whole entry, looked up): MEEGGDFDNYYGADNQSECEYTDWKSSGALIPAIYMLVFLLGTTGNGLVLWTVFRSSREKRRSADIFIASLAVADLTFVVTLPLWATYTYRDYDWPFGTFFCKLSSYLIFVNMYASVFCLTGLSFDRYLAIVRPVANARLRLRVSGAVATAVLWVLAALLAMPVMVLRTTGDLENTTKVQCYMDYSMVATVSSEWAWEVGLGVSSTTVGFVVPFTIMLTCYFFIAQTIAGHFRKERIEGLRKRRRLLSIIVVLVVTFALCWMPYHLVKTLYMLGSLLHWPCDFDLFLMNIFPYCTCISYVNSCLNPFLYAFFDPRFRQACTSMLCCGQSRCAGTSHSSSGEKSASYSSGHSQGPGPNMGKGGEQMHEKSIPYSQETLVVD
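Material: CHO-K1 APJ beta-arrestin complementation cell line; Input: cell density 1000 per well; Incubation: compound stimulation 90 min at 25 °C, detection 60 min; Signal: luminescence from split beta-galactosidase complementation, Galacton Star/Emerald II substrate; Controls: DMSO-only wells as negative, 10 nM Apelin-13 as positive control.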
TIM10 inh = growth inhibitors of TIM10 yeast strain; 330,000 compounds, 1.4% hits; S. cerevisiae TIM10 strain growth, BacTiter-Glo luminescence, 24 h; inhibition, % at 10 µM;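 active = inhibition of 40% or more at the single tested concentration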;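 also: wild-type TIM10 isogenic control strain grown at permissive 25 °C; 0% = DMSO yeast wells and 100% = minimal medium wells without yeast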
tim10-1 inh = growth inhibitors of tim10-1 mutant yeast. inhibition, % at 20 µM. 330,000 compounds, 2.2% hits. S. cerevisiae tim10-1 ts strain growth, BacTiter-Glo, 24 h. AID 463190;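 active = inhibition of at least 40%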;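 also: mutant grown at 25 °C; 0% = DMSO wells with yeast and 100% = wells holding no yeast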
XBP1 UPR activ = activators of adaptive arm of unfolded protein response (XBP1) | CHO-XBP1 luciferase reporter, IRE1-XBP1 UPR activation, luminescence; percent of tunicamycin response, DMSO as zero | activation, % at 20 µM | 330,000 compounds, 0.33% hits | AID 463104;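 active = versus positive control, 20 µM dose yields 30% or more activation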;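 also: 100% = tunicamycin at 10 µg/mL and 0% = DMSO only wells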
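Material: CHO-XBP1 cells stably carrying IRE1-XBP1-driven luciferase reporter / Amount: 1000 cells per well / Compound: 20 µM, 1% DMSO / Times: 6 h treatment, 37 °C / Detection: luciferase luminescence / Measure: % activation of reporter signal versus tunicamycin and DMSO controls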
CHOP UPR activ = apoptotic UPR (CHOP) activation; 330,000 compounds, 0.34% hits; activation, % at 10 µM; CHO-CHOP luciferase reporter, luminescence; percent of tunicamycin response over DMSO baseline;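 active = at 10 µM dose, activation of 40% or more, normalized to positive control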;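 also: 100% = tunicamycin at 10 µg/mL and 0% = DMSO alone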
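System: CHO-CHOP luciferase reporter cell line | Buffer or medium: F12 medium containing 10% fetal bovine serum | Doses: One dose, 10 µM in 0.5% DMSO | Times: 6 h compound exposure at 37 °C after overnight seeding | Signal: Luciferase luminescence | Read-out: % activation vs tunicamycin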
Mdm2 MdmX PPI = human Mdm2/MdmX binding inhibition | 330,000 compounds, 3% hits | SaOS-2 split-luciferase Mdm2/MdmX complementation, luminescence | inhibition, % at 8 µM | AID 485346;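 active = inhibition of at least 50% at 8 µM in the primary screen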
* marks the source's active call; other numbers are inactive results; · = no result given. This is a random part of the collection, and some 8.2% of all compounds hit somewhere here.

SMILES	NR3A LBD binder	tim23-1 inh	NALP3 yeast inh	APJ agonist	TIM10 inh	tim10-1 inh	XBP1 UPR activ	CHOP UPR activ	Mdm2 MdmX PPI
Cc1ccc(-n2nc3cc(C)c(N)cc3n2)cc1	-1	21	2	2	24	41*	-8	-3.3	-188
CC1=C(C(=O)OCc2ccccc2)C(c2ccc(Cl)cc2)NC(=O)N1CCCC(=O)O (stereo not drawn)	-3	16	-2	-5	12	-14	-1	0.5	0
CCOC(=O)N1CCN(C(=O)c2cc3c(=O)n(C)c4ccccc4c3n2C)CC1	1	-7	-3	-4	18	-11	1	-0.5	-4
CN(CC1CCCN(CCc2ccc(Cl)cc2)C1)C(=O)c1ccc2nc[nH]c2c1 (stereo not drawn)	2	7	8	0	3	-2	-4	1.5	28
O=S(=O)(c1ccccc1)N1CCc2ccccc2C1	-1	14	3	-2	-9	-1	-4	0.3	22
COc1cc(NC(=O)C/C(C)=N/NC(=O)C(=O)NC2CCCCC2)c(OC)cc1Cl	-1	17	7	-2	2	5	-2	-0.9	19
COC1=CC2(O)CCCC2=CC1=O (stereo not drawn)	0	22	-2	7	-4	-4	-1	-0.4	-9
Cc1cccc(NC(=O)CNC(=O)CCc2nc3sc4c(c3c(=O)[nH]2)CCCC4)c1C	-3	-7	10	-5	-8	-8	2	4.5	-7
Cc1ccc(CNC(=O)C2CCCN2C(=O)Nc2ccc(C)cc2)cc1 (stereo not drawn)	-2	-2	21	0	-9	-1	-6	1.1	6
O=C(O)CC/C(=C\c1ccc2c(c1)OCO2)c1nc2ccccc2s1	0	25	16	2	16	14	-8	0.7	27
O=C(CN1C(=O)NC2(CCCC2)C1=O)N1CCc2ccccc2C1	-3	4	12	-2	-3	11	0	-1.2	16
Cc1ccccc1N1C(=O)CC(Nc2ccc3c(c2)OCO3)C1=O (stereo not drawn)	1	14	3	-4	-6	10	-5	-1.8	14
O=C1CCCC(=O)C1C1c2ccccc2CCN1C(=O)CCl (stereo not drawn)	2	10	15	3	-11	10	-2	0.2	4
CCCCN(C(=O)CSc1nnc(Nc2ccc(C)c(C)c2)s1)c1c(N)n(Cc2ccccc2)c(=O)[nH]c1=O	-1	18	11	0	7	9	1	1.2	36
CC(=O)SC(C)CC(=O)NCc1ccccc1 (stereo not drawn)	0	5	7	2	-2	-5	1	0.4	-3
Cc1cc(C)c(O)c(-c2cc(C(=O)NCCc3ccc(S(N)(=O)=O)cc3)[nH]n2)c1	-5	6	14	-2	-15	-1	-2	-0.2	23
Cc1nn(C(=O)c2nn(C)cc2Cl)c(C)c1Br	3	11	13	0	-17	6	2	3.1	5
COc1cc(OC)cc(C(=O)Nc2cccc(NC(C)=O)c2)c1	-1	7	10	1	-12	-2	-2	0.2	13
O=C(CN1CCN(c2ccc(F)cc2)CC1)Nc1ccc2c(c1)OCCO2	-2	4	18	-3	1	-11	-10	-2.2	11
Cc1cc(Cl)ccc1OC(C)C(=O)NNC(=O)C1CCCCC1C(=O)O (stereo not drawn)	1	-2	10	-5	-11	-23	-3	-0.1	0
CC(=O)NCCNC(=O)C1CCC(CNc2nc(=S)[nH]c3ccccc23)CC1 (stereo not drawn)	0	4	9	-4	-8	19	-5	0.7	10
CCN1C[C@@H]2[C@@H]3C(=O)N(C)C(=O)[C@@H]3[C@](Cc3ccccc3)(C(=O)OC)N2C1=NC1CCCCC1	-3	22	·	·	-10	-3	3	1.7	6
Cc1ccc(CN2CCN(Cc3cn(C(C)C)c4ccccc34)CC2CCO)o1 (stereo not drawn)	0	14	16	-4	-7	7	-1	0.4	13
CN(C(=O)COC(=O)Cc1c(Cl)cccc1Cl)C1CCS(=O)(=O)C1 (stereo not drawn)	5	10	7	-1	-5	1	-1	0.9	-2
Cc1cccc(C(=O)OC(C)C(=O)N2CCc3ccccc3C2)c1C (stereo not drawn)	0	28	4	-4	-5	10	0	2.2	17
CCCn1nc(C(=O)Nc2ccc(S(=O)(=O)Nc3ncccn3)cc2)c2ccccc2c1=O	-5	11	-3	-3	15	4	2	-0.5	15
Cc1ccc(-n2cc(S(=O)(=O)c3ccc(C)cc3)[nH]c2=O)cc1	-3	5	-3	-2	-1	-2	1	-2.3	18
CCOc1ccccc1NC(=O)C(CC(C)C)NC(=O)C1CCC(C)CC1 (stereo not drawn)	-2	4	5	3	-5	16	-1	-1.5	-4
Cc1ccccc1NS(=O)(=O)c1ccc(NS(=O)(=O)c2cccs2)cc1	-19	9	4	-3	-14	6	0	1.3	22
NC(=O)C1CCCN(S(=O)(=O)c2ccc(Br)cc2)C1 (stereo not drawn)	0	2	1	-2	1	-8	-3	0.9	12
Cc1cc(=S)c2ccccc2[nH]1	-3	-10	-2	-4	4	-7	-3	-2.1	-2
O=S(=O)(NCCCNS(=O)(=O)c1c(F)cccc1F)c1ccc2c(c1)OCCO2	-1	-11	14	-3	-2	-11	0	1.7	18
Cc1ccc([C@@H]2CC=C(C(=O)O)[C@H](c3ccc(Cl)cc3)N2S(=O)(=O)c2ccccc2C)cc1	-2	35	-12	-3	9	23	0	8.8	10
Cc1ccc(C(=O)OCC(=O)Nc2ccc3c(c2)OCO3)c(O)c1	0	-2	16	-6	-6	-22	1	-0.8	-16
COc1ccc(OC)c(S(=O)(=O)N(C)CC(=O)N2CCN(c3ccc(F)cc3)CC2)c1	-6	13	12	3	13	16	-3	-0.3	-10
O=c1[nH]ncn1-c1ccc(Br)cc1	0	11	2	-1	5	4	0	-0.9	-7
O=C(COn1nnc2ccc(Cl)cc21)NC1CCS(=O)(=O)C1 (stereo not drawn)	0	1	17	2	7	-8	-2	-0.7	-9
CC(O)CSc1nc2c(c(=O)[nH]c(=O)n2C)n1Cc1ccccc1 (stereo not drawn)	4	10	2	-3	-6	-4	-2	-0.2	7
CN(C)C=NC(=O)c1ccc(N2CCN(c3ncc(C(F)(F)F)cc3Cl)CC2)cc1	0	-2	11	-1	-3	6	-5	-1.8	13
O=C(NCc1ccco1)c1cc(S(=O)(=O)N2CCOCC2)ccc1Cl	-1	10	-9	-1	5	8	4	0.0	-8
O=C(CN1C(=O)C2C3CC(C(Br)C3Br)C2C1=O)OCC(=O)c1cccc([N+](=O)[O-])c1 (stereo not drawn)	-5	-11	11	-7	-8	-16	-2	-0.8	8
CCC(C)(C)NC(=O)CCCSc1nc2ccccc2[nH]1	0	12	3	-5	4	22	1	1.8	-4
COc1ccc(OC)c(S(=O)(=O)N2CCCC(C(=O)N3CCC(C(N)=O)CC3)C2)c1 (stereo not drawn)	-2	-12	-2	-2	-7	-24	0	-0.8	15
Cc1cc(C)c[n+](CC(=O)c2c(C)cc(C)c([N+](=O)[O-])c2C)c1	2	1	18	-2	-9	-31	-2	0.8	7
CCNC(=O)C1CC(=O)OC12CCCCC2 (stereo not drawn)	-1	7	-1	0	-14	9	1	1.7	-5
COc1ccccc1CNS(=O)(=O)c1c(C)[nH]c(=O)[nH]c1=O	-3	10	0	0	10	8	-3	-2.1	-2
CCSc1nc2c(c(=O)n1Cc1ccccc1)SC(C)C2 (stereo not drawn)	-1	26	10	-3	15	25	2	-1.2	3
COC(=O)/C(=C/c1cccc([N+](=O)[O-])c1)NC(=O)c1ccc(OC)cc1	-6	11	-1	-1	8	5	0	5.8	-12
Cc1ccc(C2=N/C(=C\c3cccnc3)C(=O)O2)cc1	-3	32	7	0	13	10	-2	0.4	-2
COc1ccc(C(=O)CNc2cccc(F)c2)cc1	-2	18	7	-11	0	21	-1	5.1	-2
CC(=O)N(C)c1ccc(NC(=S)Nc2ccccc2)cc1	-5	-4	9	-1	1	-4	-6	-0.1	21
COc1cc(C2C(=O)N(C3CCCC3)CC(=O)N2Cc2ccco2)ccc1OC(C)C (stereo not drawn)	-1	3	9	-2	5	28	-1	0.0	23
Cc1ccc(S(=O)(=O)C2(S(=O)(=O)c3ccc(C)cc3)CCCC2)cc1	0	35	11	2	22	30	0	-1.1	34
CCOCCn1cnc2sc(C(=O)NCC(=O)OCC)c(C)c2c1=O	-2	-5	21	-3	2	-10	-5	2.0	15
Cc1ccccc1/C=N/NC(=O)Cc1ccc(Cl)cc1	-2	11	10	-1	22	11	0	1.2	17
CC(=O)c1sc(NS(=O)(=O)c2ccc(C)cc2)nc1-c1ccccc1	-16	12	8	-1	-8	12	-1	0.2	15
Cc1nn2c(N3CCOCC3)c3c(nc2c1-c1ccccc1)CCCC3	-3	36	-4	-6	22	26	-1	0.2	18
CCOC(=O)N1CCC(NC(=O)CS(=O)(=O)Cc2nc(-c3ccc(OC)cc3)oc2C)CC1	-3	10	12	9	9	-15	-2	-1.3	5
O=C(O)c1ccc(S(=O)(=O)NCc2ccc3c(c2)OCO3)cc1	-1	8	22	-1	-3	10	0	-0.3	3
COc1ccc(/C=C(/C#N)c2cccnc2)cc1OC	1	23	15	-2	5	20	-5	1.0	-13
Carrying on:
SMILES	NR3A LBD binder	tim23-1 inh	NALP3 yeast inh	APJ agonist	TIM10 inh	tim10-1 inh	XBP1 UPR activ	CHOP UPR activ	Mdm2 MdmX PPI
O=C(NCc1ccco1)c1cccc(Br)c1	-2	-13	0	1	-5	-11	-5	0.6	11
COc1ccc(/C=C/C(=O)Nc2c(C)nn(C)c2C)cc1COc1ccc(Cl)cc1Br	-2	25	2	-4	11	23	5	1.6	16
COC(=O)c1ccc(Oc2nc(NC(C)(C)C)nc(N3CCOCC3)n2)cc1	·	-9	5	0	-6	-2	-3	0.2	18
COc1ccc(NC(=O)c2cccc(S(=O)(=O)NCc3ccco3)c2)c(OC)c1	-2	23	-10	6	17	19	0	2.5	-24
COc1ccc(-c2csc3ncnc(N4CCN(Cc5ccccc5)CC4)c23)cc1	14*	39	24	6	28	39	-4	2.6	-4
COc1ccc(C)cc1NC1=C(Cl)C(=O)N(C2CCCCC2)C1=O	6	6	11	-6	28	30	-3	-0.8	-31
COc1cc(CC(CC(=O)O)CC(C)OCc2ccccc2)cc(OC)c1 (stereo not drawn)	-2	13	-7	-3	0	-5	-3	-1.8	6
CN(C(=O)CC1C(=O)NCCN1Cc1ccc(F)cc1Cl)C1CCCCC1 (stereo not drawn)	0	9	21	-2	14	4	2	-0.2	3
